Assay outcomes: PubChem BioAssay, National Center for Advancing Translational Sciences (NCATS)
GLS inhibitor – blocks human kidney-isoform glutaminase activity; GLS enzymatic activity, qHTS titration; Potency, µM (titrated, usually from 45.5 µM), for the others: top-dose activity change, negative = inhibition, hits mostly inhibitors; actives 0.21% (n = 410,000); AID 624170; further: potency means the concentration at half of the fitted maximal effect; on the % scale 0 is the no-effect control and ±100 the full control effect
Target sequence (O94925 whole entry, looked up, canonical isoform): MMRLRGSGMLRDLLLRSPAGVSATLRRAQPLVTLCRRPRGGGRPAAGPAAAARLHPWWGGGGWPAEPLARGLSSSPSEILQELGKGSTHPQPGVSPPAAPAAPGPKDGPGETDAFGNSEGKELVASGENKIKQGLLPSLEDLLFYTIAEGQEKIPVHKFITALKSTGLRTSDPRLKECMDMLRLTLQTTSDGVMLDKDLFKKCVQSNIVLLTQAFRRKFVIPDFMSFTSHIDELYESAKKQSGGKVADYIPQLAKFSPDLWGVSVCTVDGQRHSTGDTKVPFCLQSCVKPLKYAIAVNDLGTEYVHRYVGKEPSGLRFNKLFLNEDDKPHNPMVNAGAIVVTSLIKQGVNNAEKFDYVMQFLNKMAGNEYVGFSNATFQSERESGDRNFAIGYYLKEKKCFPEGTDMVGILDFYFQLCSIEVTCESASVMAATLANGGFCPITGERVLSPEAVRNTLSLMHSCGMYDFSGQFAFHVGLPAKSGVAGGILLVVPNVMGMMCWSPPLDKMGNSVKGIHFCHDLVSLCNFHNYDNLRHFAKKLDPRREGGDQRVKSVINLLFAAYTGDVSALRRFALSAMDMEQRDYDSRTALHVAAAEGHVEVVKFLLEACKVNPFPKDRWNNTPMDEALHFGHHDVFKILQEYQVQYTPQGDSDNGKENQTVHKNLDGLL
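Human kidney-isoform GLS in 45 mM KH2PO4 pH 8.2, 0.02% Tween-20, with compound, started with 1mM L-Glutamine (added stock). Glutamate oxidase/HRP/Amplex red coupled fluorescence read at start and after 30 min at RT.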
PGK inhibitor – inhibitors of T. brucei phosphoglycerate kinase. P07378. PGK/GAPDH coupled, Kinase-Glo luminescence, 60 min. Potency, µM (series often up to 57.5 µM), for inactives: at the highest dose activity change, negative = inhibition, hits mostly inhibitors. actives 0.043% (n = 380,000); further: potency means the concentration at half of the fitted maximal effect; on the % scale 0 is the no-effect control and ±100 the full control effect; nearly all actives have a fitted effect of over 60% in size
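Luminescent ATP detection (Kinase-Glo Plus) follows a 60-minute room-temperature incubation, with wells lacking PGK as controls. Buffer: 100 mM TEA (pH 7.6), 5 mM MgCl2, 0.01% Tween-20. Coupling enzyme GAPDH (100 nM final) supplies unstable 1,3-BPG in-well.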
mIDH1 inhibitor – blocks human mutant IDH1 R132H enzyme. Potency, µM (titrated, usually from 76.6 µM), without a hit: at the highest dose activity change, negative = inhibition, usual class: inhibitors. AID 602179. actives 0.093% (n = 390,000). IDH1-R132H enzyme, NADPH consumption, diaphorase/resazurin fluorescence. O75874; further: potency means the concentration at half of the fitted maximal effect; on the % scale 0 is the no-effect control and ±100 the full control effect; nearly all actives have a fitted effect of over 65% in size
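IDH1-R132H (0.5 ug/mL) preincubated 30 min with compound, then NADPH (0.016 mM) and alpha-KG (2 mM) added; 80 min at RT, pH 7.5. Remaining NADPH coupled via diaphorase/resazurin to fluorescence (540/590 nm); concentration-response curves normalized to no-enzyme control.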
USP1-UAF1 inh – USP1/UAF1 (human) deubiquitinase inhibition; recombinant USP1/UAF1, Ub-Rhodamine cleavage fluorescence; Potency, µM (titrated, usually from 57.1 µM), inactives show at the top dose activity change, negative = inhibition, actives largely listed as inhibitors; actives 0.23% (n = 390,000); further: potency means the concentration at half of the fitted maximal effect; on the % scale 0 is the no-effect control and ±100 the full control effect; nearly all actives have a fitted effect of over 60% in size; inactives centre near -12
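High-throughput fluorogenic screen: 1nM USP1/UAF1 complex, Ub-Rho substrate 150nM final, 50mM HEPES pH 7.8 with 0.5mM EDTA, 0.1 mg/ml BSA, 1mM TCEP and 0.01% Tween-20.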
TrxR1 inh – inhibitors of rat thioredoxin reductase 1. recombinant rTrxR1, NADPH fluorescence consumption, selenite substrate. actives 1% (n = 390,000). Potency, µM (titrated, usually from 114 µM), for inactives: at the top dose activity change, negative = inhibition, usual class: inhibitors. AID 588453. O89049; further: potency means the concentration at half of the fitted maximal effect; on the % scale 0 is the no-effect control and ±100 the full control effect; nearly all actives have a fitted effect of over 65% in size
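Rat TrxR1 (90 nM in the dispensed reagent) was pre-reduced with 400 uM NADPH for 5 min at room temperature, then incubated with compound for 15 min. After 400 uM selenite was added, NADPH fluorescence (Ex 340/Em 450 nm) was followed for 8 min.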
HP1b binding inh – inhibitors of HP1-beta chromodomain binding to methylated histone tails; actives 0.56% (n = 390,000); Potency, µM (titrated, usually from 114 µM), inactives show at the highest dose activity change, negative = inhibition, most hits filed as inhibitors; P83916; AlphaScreen HP1-beta / biotin-H3K9me3 peptide binding; further: potency means the concentration at half of the fitted maximal effect; nearly all actives have a fitted effect of over 70% in size; inactives centre near 23
Target sequence (P83916 whole entry, looked up): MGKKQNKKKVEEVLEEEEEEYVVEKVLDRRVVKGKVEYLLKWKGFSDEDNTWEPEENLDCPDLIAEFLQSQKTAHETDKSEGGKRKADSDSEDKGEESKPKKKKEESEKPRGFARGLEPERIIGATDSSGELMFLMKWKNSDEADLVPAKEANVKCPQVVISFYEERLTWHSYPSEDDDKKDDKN
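AlphaScreen: HP1-beta (50 nM) preformed 30 min with biotin-H3(1-18)K9me3 peptide (50 nM) in PBS pH 7.4, 0.01% Tween-20. Compound added for 30 min at RT, then streptavidin donor/nickel chelate acceptor beads (10 ug/mL) for 30 min.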
PI4K2A block – PI4K2A (human) kinase inhibition; Q9BTU6; purified PI4K2A, ADP-Glo luminescence, 1 h; hits give low values; activity change, negative = inhibition, % at 76.9 µM; actives 0.13% (n = 420,000); in the data active means activity change below about -50%; inconclusive means mostly about -30% to -49%;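 further: -100% = wells without enzyme as full effect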
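ADP-Glo luminescence measured ADP generated by PI4K2A enzyme (4 ug/mL before mixing) with 1.2 mM PI substrate (pre-mix) and 300 microM ATP (pre-mix). Tris pH7.5 buffer with MgCl2, Triton X-100; 1 h reaction at ambient temperature.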
TrxR1 substrate – rat thioredoxin reductase 1 substrate activity; purified TrxR1 substrate turnover, NADPH consumption readout; Potency, µM (top dose mostly 114 µM), inactives show at the highest dose activity change, negative = substrate turnover; O89049; actives 0.01% (n = 390,000); further: potency means the concentration at half of the fitted maximal effect; on the % scale 0 is the no-effect control and ±100 the full control effect; nearly all actives have a fitted effect of over 50% in size
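Rat TrxR1, dispensed at 90 nM, was prereduced with 400 uM NADPH (final) for 5 min at ~22 deg C, then incubated with compound 15 min before 400 uM selenite. A first-read NADPH fluorescence drop versus no-compound background flagged substrates.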
Pin1 inhibitor – human Pin1 inhibition. AID 504891. Pin1 FP peptide displacement, HiFluor488, 10 min. Q13526. Potency, µM (highest dose often 115 µM), for the others: at the highest dose activity, negative = inhibition, usual class: inhibitors. actives 0.009% (n = 390,000); active means well fitted inhibition curve with a large enough effect in the polarisation, with a control signal flat, not every such curve was filed as active; inconclusive means small, poorly fitted or top-dose-only effect, or effect the other way, or a change in a side signal; inactive means no such curve, though single readings can be large or run the other way; the % refers to the polarisation; further: potency means the concentration at half of the fitted maximal effect; on the % scale 0 is the no-effect control and ±100 the full control effect
Target sequence (Q13526 whole entry, looked up): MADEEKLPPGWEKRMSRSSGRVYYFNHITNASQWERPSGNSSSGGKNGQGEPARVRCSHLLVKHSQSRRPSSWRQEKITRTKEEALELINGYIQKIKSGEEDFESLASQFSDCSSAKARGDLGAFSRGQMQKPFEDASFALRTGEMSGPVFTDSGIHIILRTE
The depositor's hits bear a star; i = inactive; u = inconclusive; x = not tested or not shown; & = joins results of further samples; [ ] = dose if it differs, or a comment. Unless noted, the call rests on the fitted dose curve; in most records, active means well fitted curve in the direction sought with a large enough effect; inconclusive means small, poorly fitted or top-dose-only effect, or another doubt; inactive means no such curve, though single readings can be large; an effect the other way counts as inactive or inconclusive. Only part of the results is shown, so the mix of outcomes need not match the whole.

SMILES | GLS inhibitor | PGK inhibitor | mIDH1 inhibitor | USP1-UAF1 inh | TrxR1 inh | HP1b binding inh | PI4K2A block | TrxR1 substrate | Pin1 inhibitor
Cc1ccc(NC(=O)c2ccccc2NS(=O)(=O)c2ccc(Cl)s2)cc1 | 1% | -2% | 6% | -19% | -16% | 28% | -2 | -12% | 1%
CC1(C)CC(=O)C(Sc2ccccc2[N+](=O)[O-])=C(O)C1 | 2% | 4% | 5% | -21% | 10% | 26% | -2 | -1% | -5%
Cc1ccc(NC(=S)NNC(=S)Nc2ccc(C)cc2C)cc1 | u | -1% | -3% | -6% | -38% | u | 1 | 3%[57.1 µM] | -7%
Cc1ccc(-c2nn(-c3ccccc3)cc2/C=N/NC(=O)c2ccncc2)o1 | -3% | -4% | -11% | -14% | -8%[57.1 µM] | 11% | 0 | -3%[57.1 µM] | -6%
COc1ccc(C)cc1NC(=O)CSc1nc2ccccc2nc1N1CC(C)OC(C)C1 (centres undefined) | -2% | -4% | 5% | -17% | 24%[57.1 µM] | 82%[activator] | -1 | 7%[57.1 µM] | u
COc1cccc(NC(=O)CN2C(=O)CC(c3ccco3)Sc3ccccc32)c1 (centres undefined) | -5% | -14% | -3% | -33% | 13% | -9% | -7 | -6% | u
C=CCn1c(SCc2ccc(C#N)cc2)nnc1-c1cccc(Cl)c1 | -15% | i | 15% | -16% | 37%[activator][57.1 µM] | 43%[activator] | 5 | -11% | -3%
O=C(COC(=O)Cn1cnc2ccccc21)Nc1cc2c(cc1Cl)C(=O)c1ccccc1C2=O | -1% | -4% | -3% | -25% | 45%[activator] | 28% | -11 | 6% | 6%
CC(C)c1ccc(C2NC(=S)NC3=C2C(=O)CC(C)(C)C3)cc1 (centres undefined) | 5% | -11% | -5% | -29% | -11% | 17% | -3 | 9%[57.1 µM] | -2%
CCN(C(=O)CSc1nc2ccccc2nc1Cc1ccccc1OC)c1ccccc1 | -4% | -3% | 18% | -11% | 20%[57.1 µM] | 25%[57 µM] | 1 | 8%[57.1 µM] | 1%
CC(=O)Nc1ccc(NC(=O)CSC2=NS(=O)(=O)c3cc(F)ccc3N2)cc1 | 0% | -4% | 0% | -4% | 16% | 15% | -7 | 1% | 6%
COc1ccc(-c2noc(CCCc3ccccc3)n2)cc1OC | -10% | -7% | 10% | -7% | -15% | 176%[activator] | 3 | -18% | -1%
CCc1ccc2occ(CC(=O)N(Cc3ccc(N(C)C)cc3)C3CCS(=O)(=O)C3)c2c1 (centres undefined) | 67%[activator] | 3% | -6% | u | -8% | u | 1 | -6% | 25%
CCOC(=O)CC(=O)CSc1ncnc2c1nnn2-c1ccccc1 | 21% | 6% | 1% | -11% | 39%[activator] | 69%[activator] | 1 | -4% | 7%
COc1cc(/C=N/N2C(=O)c3ccccc3C2=O)ccc1O | 36%[activator] | i | 4% | -15% | -16% | 17% | 0 | -14% | -3%
Cc1ccc2sc(N(CCN(C)C)C(=O)c3ccc4ccccc4c3)nc2c1C | -21% | -4% | 5% | -17% | 38%[activator] | 68% | -8 | 10% | 3%
O=C(O)CC1C(=O)NCCN1Cc1ccc(F)c(F)c1 (centres undefined) | 4% | -3% | 4% | -18% | -7% | 27% | -5 | 2% | -14%
Cc1cc(C)cc(SCc2noc(C(=O)NCc3ccccc3)c2C(=O)NCc2ccccc2)c1 | 11% | 2% | -13% | -6% | 16%[57.1 µM] | 45%[activator] | -2 | -6% | -1%
CCOC(=O)CSc1ncc(-c2ccccc2)nn1 | 1% | -6% | 17% | -4% | 16% | 15% | 2 | -1% | -13%
Cc1cc(NC(=O)CSc2nnc(C3COc4ccccc4O3)n2N)no1 (centres undefined) | u | -6% | 12% | -19% | 23% | -7% | -12 | -6% | -8%
Cc1cc(N)nc2nc(C(F)(F)F)nn12 | 5% | i | 0% | 7% | 31%[57.1 µM] | 27% | 1 | 11%[57.1 µM] | -8%
CC(C)(Oc1ccc(Cl)cc1)C(=O)NCC1CCCO1 (centres undefined) | 0% | 8% | -9% | 1% | 9% | 44%[activator] | 0 | 3% | 1%
CCc1cccc(C)c1NC(=O)CSc1nc(C)cc(C)c1C(=O)Nc1ccccc1 | 3% | -4% | 1% | -3% | 10% | 16% | -3 | 3% | 1%
COc1ccc2c(c1)c(CC(=O)Nc1cc(C)c(OC)c(C)c1)c(C)n2C(=O)c1ccc(Cl)cc1 | 10% | x | x | -17% | 18%[11.4 µM] | 27% | -13 | -7% | 5%
COc1ccc(-n2nnc3c(=O)n(CC(=O)N4CCC(Cc5ccccc5)CC4)cnc32)cc1 | -4% | 7% | -3% | -19% | 7%[57.1 µM] | 39%[activator] | -4 | 2%[57.1 µM] | 7%
O=C(NCC(c1cccs1)N1CCOCC1)c1ccccc1NS(=O)(=O)c1ccc(Cl)c([N+](=O)[O-])c1 (centres undefined) | 3% | -9% | 11% | -18% | -4% | 19% | -4 | 0% | -5%
Cc1cc2c(cc1S(=O)(=O)NCc1ccccc1)OCC(=O)N2 | 1%&3% | -5% | 13%&4% | -19%&-4% | 9%[57.1 µM] | 45%&22%[activator] | 1&0 | -5%[57.1 µM] | -2%&3%
CC1CCCN(C(=O)COC(=O)C2CCN(S(=O)(=O)c3ccc4c(c3)OCCO4)CC2)C1 (centres undefined) | -10% | -7% | 4% | 2% | -6% | 13% | -3 | -7% | -1%
CCOc1ccc(NCC(=O)c2ccc(C)cc2)cc1 | u | 1% | -9% | -4% | 0%[57.1 µM] | -15% | -4 | -1% | 1%
O=c1c(F)cn(C2CCCO2)c(=O)n1Cc1c(F)cccc1Cl (centres undefined) | -2% | -3% | -8% | 3% | 7% | 20% | 1 | -1% | 2%
Cc1ccc(OCC(=O)Nc2ccc(S(=O)(=O)Nc3cc(C)nc(C)n3)cc2)c(Br)c1 | -8% | -4% | -7% | -27% | -8% | 6% | 5 | 3% | 10%
Cn1ccnc1-c1nnn(-c2ccc(Cl)c(Cl)c2)n1 | 2% | 0% | 6% | -5% | 5% | 40%[activator] | 4 | -3% | -10%
Cc1ccc(S(C)(=O)=O)cc1C(=O)N1CC(C(N)=O)Oc2ccccc21 (centres undefined) | -9% | -1% | 16% | -15% | 15% | 13% | -2 | 3% | 2%
CCC(=O)n1nc(-c2ccccc2)nc1N | -6% | -3% | 1% | -12% | -8% | 31% | 18 | -2% | -4%
COc1cccc(C(C(=O)NC2CCCCC2)N(C(=O)c2ccccn2)c2cccnc2)c1 (centres undefined) | u | -2% | -2% | -5% | 32%[57.1 µM] | 45%[activator] | -2 | 9%[57.1 µM] | -2%
CC1(C)Cc2c(sc3nc(-c4cccs4)n(N)c(=O)c23)CO1 | 4% | -5% | 3% | -17% | 9% | 38% | 8 | 5% | 8%
CC(C)(C)NC(=O)CC1C[C@H](C(=O)N2CCCCC2)[C@@]2(CCc3ccccc3)c3[nH]c4ccccc4c3CCN2C1=O (some centres undefined) | -10% | -10% | 9% | -24% | 0% | 37% | 5 | -9% | 2%
O=C(COC(=O)C1CC1)Nc1ccc([N+](=O)[O-])cc1C(F)(F)F | -1% | -9% | 13% | -11% | 1% | 56%[activator] | 0 | 5% | 1%
COC(=O)Cc1c(C)c2ccc(OCc3nn[nH]n3)c(C)c2oc1=O | -5% | 12% | 0% | -11% | 36% | 34% | -2 | 432%[activator] | 2%
CCN(CC)c1ccc(C(=O)n2cnc3ccccc32)cc1 | 12% | -1% | 4% | -1% | 3% | 76%[activator] | -1 | -6% | 3%
Cc1cc(C)nc(SCc2cc(=O)c(OC(=O)c3ccc(Br)o3)co2)n1 | 53%[activator] | -4% | 3% | -4% | 79µM* | 33% | 26 | -11% | 3%
Cc1ccc(NC2CCCN(C(=O)Cc3nonc3C)C2)cc1C (centres undefined) | 0% | -2% | -6% | -6% | -2% | -2% | -4 | -8% | 3%
COc1ccc(S(=O)(=O)N2CCN(CC(=O)Nc3c(C)n[nH]c3C)CC2)cc1OC | 1% | 2% | 3% | 3% | -22% | u | -9 | -8% | 3%
CCN(C(=O)COC(=O)CNC(=O)c1ccccc1C)C1=CCCCC1 | 0% | -2% | -5% | -14% | 9% | 34%[activator] | -5 | -1% | -9%
COc1ccc(CNC(=O)C(c2ccco2)N(Cc2cccs2)C(=O)Cc2cccs2)cc1 (centres undefined) | 2% | 5% | 0% | -24% | -12% | 43%[activator] | 0 | -7% | 37%[activator]
